TDP1 block: TDP1 (human) enzyme inhibition; recombinant TDP1, AlphaScreen DNA substrate cleavage; hit rate 0.28% among 350,000; AID 485290; Q9NUW8; Potency, µM (series often up to 130 µM), inactives show at the top dose activity change, negative = inhibition, usual class: inhibitors; also: nearly all actives have a fitted effect of over 40% in size
Target sequence (Q9NUW8 whole entry, looked up): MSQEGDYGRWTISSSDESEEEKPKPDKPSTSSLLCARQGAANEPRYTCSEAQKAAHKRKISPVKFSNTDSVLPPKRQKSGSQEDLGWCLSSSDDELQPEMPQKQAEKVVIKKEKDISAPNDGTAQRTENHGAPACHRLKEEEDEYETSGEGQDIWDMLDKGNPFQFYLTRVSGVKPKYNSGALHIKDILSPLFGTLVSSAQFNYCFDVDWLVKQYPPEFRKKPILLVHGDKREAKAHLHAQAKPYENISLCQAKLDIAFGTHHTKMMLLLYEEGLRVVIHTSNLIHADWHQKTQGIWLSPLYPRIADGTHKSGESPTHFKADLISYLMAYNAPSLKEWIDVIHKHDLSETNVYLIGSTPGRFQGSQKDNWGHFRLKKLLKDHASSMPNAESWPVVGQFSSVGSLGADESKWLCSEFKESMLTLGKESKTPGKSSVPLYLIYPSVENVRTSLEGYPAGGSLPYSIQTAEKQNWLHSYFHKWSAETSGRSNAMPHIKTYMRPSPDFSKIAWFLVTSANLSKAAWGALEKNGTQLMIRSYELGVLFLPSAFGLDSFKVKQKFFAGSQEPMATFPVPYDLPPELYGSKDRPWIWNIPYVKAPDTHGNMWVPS
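Enzyme-compound mixtures sat 15 min at room temperature, followed by a 5 min reaction with 15 nM final substrate and 10 min with AlphaScreen beads. Recombinant human Tdp1 was used at 1 nM final.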
FEN1 inhibitor: human FEN1 inhibition; P39748; Recombinant FEN1 flap cleavage, fluorescence, 15 min; Potency, µM (doses to about 114 µM), inactives show top-dose activity change, negative = inhibition, most hits filed as inhibitors; hit rate 0.35% among 390,000; AID 588795; also: nearly all actives have a fitted effect of over 65% in size
Target sequence (P39748 whole entry, looked up): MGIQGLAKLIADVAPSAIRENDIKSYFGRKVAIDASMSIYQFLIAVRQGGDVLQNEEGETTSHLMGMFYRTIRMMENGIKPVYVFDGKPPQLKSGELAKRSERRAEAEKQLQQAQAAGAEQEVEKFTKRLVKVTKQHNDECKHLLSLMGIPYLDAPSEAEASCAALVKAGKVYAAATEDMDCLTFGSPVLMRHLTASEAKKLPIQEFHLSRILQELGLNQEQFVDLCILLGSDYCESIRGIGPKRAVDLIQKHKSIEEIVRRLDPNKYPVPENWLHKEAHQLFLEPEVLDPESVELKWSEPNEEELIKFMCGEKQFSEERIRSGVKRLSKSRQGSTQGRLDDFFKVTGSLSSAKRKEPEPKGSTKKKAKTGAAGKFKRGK
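Quantitative HTS format: each compound was titrated, incubated with 10 nM nuclease for 15 min at room temperature, then challenged with flap substrate at 50 nM final. Signal change over 15 min gave concentration–effect curves.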
N370S GC mod: inhibitors or activators of N370S glucocerebrosidase for Gaucher disease | P04062 | N370S GC spleen homogenate, 4MU-glucoside fluorescence | Potency, µM (doses to about 59.4 µM), without a hit: top-dose activity change, negative = inhibition, actives largely listed as inhibitors | hit rate 0.092% among 330,000 | AID 2101;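 also: 0% = full enzyme activity and -100% = no enzyme basal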
Starred values were filed as active, the others as inactive; ? = inconclusive; · = no result given; & = joins results of further samples; [ ] = remark or other dose. Calls follow the shape of the dose curve; as a rule, active = well fitted curve in the direction sought with a large enough effect; inconclusive = small, poorly fitted or top-dose-only effect, or another doubt; inactive = no such curve, though single readings can be large; an effect the other way counts as inactive or inconclusive. Unless noted, % is scaled to controls: 0 for no effect and ±100 for the full control effect; potency is read from the fitted curve at half-maximal effect. Compounds were not picked by outcome; about 0.57% have a hit in one of these screens.

Results follow in this order: N370S GC mod, FEN1 inhibitor, TDP1 block
- O=C1OC2CC3CC1CC(O)(C3)C2 (stereo not given)
    6%, -4%, -5%
- CCc1c(C)c(C#N)c2nc3ccccc3n2c1N(C)C
    20%, -4%, 3%
- O=C(CSc1nnc(NC(=O)c2ccccc2)s1)NCC1CCCO1 (stereo not given)
    -3%, -1%, 4%[56.1 µM]
- CCc1nnc(NC(=O)CN2CCN(S(C)(=O)=O)CC2)s1
    -1%, 18%, 2%
- O=C1CNC(=O)/C1=C/c1ccc(O)cc1
    0%, -1%, -2%
- Cc1ccc(C2CC(=O)C(C=NCCN3CCN(C(=S)Nc4ccc(F)cc4)CC3)=C(O)C2)cc1 (stereo not given)
    -5%, -3%, 5%
- O=C(CSC1CCCCC1)Nc1ccccc1Br
    1%, -12%, 2%
- Cc1oc(-c2cc(F)cc(F)c2)nc1CN1CCSCC1
    5%, -15%, -3%
- C[n+]1cccc(/C=N/NC(=O)CC23CC4CC(CC(C4)C2)C3)c1
    -5%, 3%, 3%
- Cc1cc(C)cc(Oc2nc3c(c(=O)n(C)c(=O)n3C)n2Cc2ccc(F)cc2)c1
    ·, 5%, -2%
- Cc1ccc2cc3c(N)c(C(=O)N4CC(=O)Nc5ccccc54)sc3nc2c1
    2%, ·, 8%
- C/C(CC(=O)Nc1ccc(Cl)cc1C(F)(F)F)=N\NC(=O)c1cccs1
    -3%, -22%, ·
- O=C1CN(c2ccccc2)C(=S)N1C(=O)c1ccc(Br)cc1
    8%, -4%, ·
- COc1ccccc1NC(=O)/C(C#N)=C/c1ccncc1
    -17%, -1%, 2%
- Cc1ccc(NC(=O)c2cc(C)nn2-c2ccccc2)cc1
    2%, -6%&-26%, 1%&-1%

Results follow in this order: N370S GC mod, FEN1 inhibitor, TDP1 block
- Cc1cccc(Oc2ccccc2NC(=O)c2cnccn2)c1
    -1%, -2%, 6%
- O=C(O)c1ccc(S(=O)(=O)c2ccc3c(c2)C(=O)N(Cc2ccco2)C3=O)cc1
    0%, -16%, 0%
- CCN1CN(Cc2ccco2)CNC1=S
    2%, 0%, 1%
- Cc1cc(CN(C)C(=O)C2CCC(=O)N(CCc3ccccc3)C2)n[nH]1 (stereo not given)
    2%, 4%, 1%
- NS(=O)(=O)c1ccc2nc(NC(=O)CS(=O)(=O)c3ccc(F)cc3)sc2c1
    -20%, 12%, 1%
- CSc1ccc(/C=N/n2c(COc3ccccc3)n[nH]c2=S)cc1
    -9%, -17%, ·
- Cc1ccc(NC(=O)CN(C)C(=O)CNC(=O)c2cccs2)cc1
    -13%, 2%, ·
- CSc1ccccc1C(=O)Nc1ccccc1C(=O)N1CCCC1
    2%, 16%, 0%
- Cc1cc(-c2ccc(C(C)C)c(S(=O)(=O)N3CCN(c4ccccn4)CC3)c2)on1
    -22%, -5%, 4%
- COc1ccccc1N1CCN(C(=O)c2cc(C3CC3)on2)CC1
    2%, 3%, -4%
- CC(C)CNC(=S)NNC(=O)c1nn(C)cc1Cl
    -6%, 6%, 0%
- Cc1ccccc1OCCCn1c(CCNC(=O)C2CCCCC2)nc2ccccc21
    ·, 15%, 3%
- COc1cccc(-c2cc(C(=O)Nc3ccccc3SC)no2)c1
    4%, -19%, -8%
- COC(=O)c1c(C)oc(C)c1S(=O)(=O)Nc1ccc(C(C)C)cc1
    13%, -14%, 4%
- Cc1cc(Cl)ccc1OCC(=O)Nc1ccccc1NS(=O)(=O)c1cccs1
    -6%, -12%, ·

Limited to TDP1 block and FEN1 inhibitor, for 6 of the compounds above:
mol | TDP1 block | FEN1 inhibitor
Cc1ccccc1OCCCn1c(CCNC(=O)C2CCCCC2)nc2ccccc21 | 3% | 15%
CSc1ccc(/C=N/n2c(COc3ccccc3)n[nH]c2=S)cc1 | · | -17%
Cc1ccc2cc3c(N)c(C(=O)N4CC(=O)Nc5ccccc54)sc3nc2c1 | 8% | ·
COc1ccccc1N1CCN(C(=O)c2cc(C3CC3)on2)CC1 | -4% | 3%
O=C(CSc1nnc(NC(=O)c2ccccc2)s1)NCC1CCCO1 (stereo not given) | 4%[56.1 µM] | -1%
O=C1OC2CC3CC1CC(O)(C3)C2 (stereo not given) | -5% | -4%

(more compounds)
Results follow in this order: N370S GC mod, FEN1 inhibitor, TDP1 block
- O=C(NCC1CCCO1)c1c(O)c2c([nH]c1=O)CCCC2 (stereo not given)
    11%, -5%, 10%
- CCOc1ccc(N=C2C(=O)Nc3ccc(C)c(Br)c32)cc1
    -2%, 8%, ·
- CC(=O)OC[C@@H]1O[C@@H](O/N=C2/C[C@@H](O)[C@@H](O)[C@@H]3[C@@H]4C(=O)N(Cc5ccccc5)C(=O)[C@H]4CC[C@H]23)[C@H](OC(C)=O)[C@H](OC(C)=O)[C@@H]1OC(C)=O
    12%[12.8 µM], ·, 7%[21 µM]
- C=CCn1c(SCC(=O)NCC2CCCO2)nc2scc(-c3ccccc3)c2c1=O (stereo not given)
    -6%, -2%, 2%
- COc1ccc(CC2(CO)CCN(Cc3ccc4nsnc4c3)CC2)cc1
    0%, 4%, 3%
- Cc1ccc(C(=O)N2CCc3ccccc32)cc1NC(=O)c1ccco1
    1%, -1%, 6%
- CCOc1ccc(NC(=O)c2ccc(N3CC4CC(C3)c3cccc(=O)n3C4)c(NC(=O)CCN3CCOCC3)c2)cc1 (stereo not given)
    2%, -8%, 6%
- O=C(CSc1nc2cc(Cl)ccc2s1)N1CCN(C(=O)c2ccco2)CC1
    1%, -7%, 8%
- COC(=O)c1cccc(NC(=O)CSc2nc(=O)cc(N)n2-c2ccccc2)c1
    -4%, -5%, 2%
- C=CCOc1ccc(C(c2c(C)n(C)n(-c3ccccc3)c2=O)c2c(C)n(C)n(-c3ccccc3)c2=O)cc1
    7%, 7%, ·
- Cc1ccc(NC(=O)Cn2c(=O)n(-c3ccccc3)c(=O)c3ccc(C(=O)NCc4ccc5c(c4)OCO5)cc32)c(C)c1
    ·, 9%, 5%
- Cc1cc(NC(=O)c2ccco2)ncc1NC(=O)CCc1ccccc1
    -2%, -12%, 6%
- COC(=O)CSC1=C(C#N)C(c2ccccc2OC)C(C(=O)OC)C(=O)N1 (stereo not given)
    2%[2.35 µM], 1%, 0%
- O=C(Nc1nnc(SCc2ccccc2)s1)c1cccs1
    1%, -5%, 2%
- O=C1C2C3C=CC(CC3)C2C(=O)N1c1ccc([N+](=O)[O-])cc1 (stereo not given)
    -12%, 5%, ·

Results follow in this order: N370S GC mod, FEN1 inhibitor, TDP1 block
- O=C(CCC(=O)Nc1ccccc1Cl)NN=C1CCCC1
    -4%, -6%, 3%
- CCC(C)Sc1c(C(C)C)cnc2c1c(=O)n(C)c(=O)n2C (stereo not given)
    ·, -18%, 3%
- Cc1ccc(OCC(=O)NNC(=O)Cn2nnc(-c3ccccc3)n2)cc1
    4%, 10%, ·
- CN1CC=C2C(C#N)=C(N)C(C#N)(C#N)C(c3cccc(Cl)c3Cl)C2C1 (stereo not given)
    3%, -8%, 9%
- CNC(=O)c1csc(-c2ccc(C)cc2)n1
    -3%, -5%, -3%
- O=C(/C(=C/O)N=Nc1ccccc1)c1ccncc1
    0%[12.8 µM], ?, 6%
- COC(=O)c1sc(-c2ccccc2)cc1NC(=O)c1cc(OC)cc(OC)c1
    4%, 10%, 5%
- COc1ccc(/C=C(\NC(=O)c2ccco2)C(=O)NCCc2nc3ccccc3[nH]2)cc1
    -7%, -2%, 0%
- CN1C2CCC1CC(NC(=O)c1cc(Cl)cc3[nH]cnc13)C2 (stereo not given)
    -3%, 14%, ·
- O=c1c2ccccc2c(C=NCCO)c(O)n1-c1ccccc1
    -8%, -6%, -3%
- COc1ccc(CC(=O)Nc2ccc(-c3nc4ccccc4s3)cc2Cl)cc1
    ·, 1%, 0%
- COc1ccc(C(c2nnnn2C2CCCC2)N2CCC(C(N)=O)CC2)c(OC)c1 (stereo not given)
    6%, 3%, 4%
- CC(C)c1cccc(C(C)C)c1NS(=O)(=O)c1cccs1
    ·, -21%, -1%
- O=C(COc1ccccc1)Nc1ccc(NC(=O)c2ccco2)cc1
    -4%, 15%, 1%
- O=c1c2ccccc2n(Cc2cccc(F)c2)c(=O)n1Cc1ccccc1Cl
    ·, -17%, -3%

Quoted from the listing.
Result of Cc1ccc(C2CC(=O)C(C=NCCN3CCN(C(=S)Nc4ccc(F)cc4)CC3)=C(O)C2)cc1 (stereo not given) under N370S GC mod: -5%
Result of O=C(CSc1nc2cc(Cl)ccc2s1)N1CCN(C(=O)c2ccco2)CC1 under TDP1 block: 8%

More results follow.
Results follow in this order: N370S GC mod, FEN1 inhibitor, TDP1 block
- COc1cccc(-c2nc(-c3cccs3)no2)c1
    3%, 7%, ·
- O=C(NC1CCN(S(=O)(=O)c2ccc(F)cc2)CC1)c1ccccc1
    1%, 23%, 1%
- CCOC(=O)N1CCN(C(=O)c2c[nH]c3ccc(S(=O)(=O)N(C)c4ccc(OCC)cc4)cc3c2=O)CC1
    -17%, 6%, 3%
- NNc1nc2ccc(F)cc2s1
    -20%, -12%, 8%
- Cn1ccc(NC(=O)Nc2ccc(Cl)cc2)n1
    27%, 1%, 0%
- O=C(CCC(=O)N1CC2CCCN2c2ccccc21)NCc1ccccc1 (stereo not given)
    ·, 1%, 5%
- COC(=O)[C@]1(C)N[C@H](CN(C)S(=O)(=O)c2ccc(F)cc2)[C@@H]2C(=O)N(Cc3ccccc3)C(=O)[C@@H]21
    ·, 2%, -6%
- Cc1ccc(N2CC(NC(=O)c3ccc(S(=O)(=O)N4CCOCC4)cc3)CC2=O)cc1C (stereo not given)
    ·, -5%, 3%
- CC(C)(C)c1nnc2sc(SCC(=O)NCc3ccco3)nn2c1=O
    ·, -5%, 4%
- O=C1CCN(Cc2cccnc2)CCN1[C@H](CO)Cc1ccccc1
    1%, 22%&13%, ·
- Cc1ccc(N(CC(=O)NCC2CCCO2)C(=O)CNS(=O)(=O)c2ccc(Cl)cc2)cc1 (stereo not given)
    -15%, -3%, ·
- C#CCOc1c(Br)cc(/C=C2/C(=O)ON=C2C)cc1OC
    -7%, -6%, ·
- COc1ccc(CNC(=O)CSc2nc3ccccc3n2C(C)=O)cc1
    -3%, -11%, ·
- CC1=NCCN1CCNC(=O)Nc1cc(C)cc(C)c1
    7%, -6%, 0%
- O=C(Nc1cccc(F)c1)C1CC(=O)N(c2ccc(Cl)cc2)C1 (stereo not given)
    0%, -16%, -2%

Results follow in this order: N370S GC mod, FEN1 inhibitor, TDP1 block
- Cc1ccc(S(=O)(=O)NCCc2cccs2)cc1
    5%, -3%, 0%
- COc1ccc(C(=O)c2c(C(F)(F)F)oc3c2C(=O)c2ccccc2C3=O)cc1OC
    -3%, -19%, 5%
- Cc1ccccc1N1C(=O)C2C3C=CC(CC3)C2C1=O (stereo not given)
    2%, -2%, ·
- Cc1cc(NC(=O)c2ccccc2F)ccc1-c1nc2ccccc2s1
    ·, 3%, -1%
- Cc1cc(C)nc(/N=C2\NC(=O)CC(C(=O)O)N2c2ccc(C)c(C)c2)n1 (stereo not given)
    4%, 2%, 2%
- CCOC(=O)CCSc1nc(-c2ccccc2)cc(C(F)(F)F)n1
    7%, 2%, -14%
- CCOc1ccccc1C(=O)Nc1nnc(SCC(=O)N2CCOCC2)s1
    3%, 2%, 4%
- Cc1ccc(NC2c3ccccc3C(=O)N2c2cccnc2)cc1 (stereo not given)
    4%, -2%, 4%
- COCCNC(=O)C1(CC(C)C)C=CCN1C(=O)OC (stereo not given)
    -4%, ·, 2%
- O=C(/C=C\c1ccc(-c2cccc([N+](=O)[O-])c2)o1)N1CCOCC1
    9%, 13%, -3%
- COc1cc(OC)cc(C(=O)NC2CCCCCCC2)c1
    ?, 3%, ·
- O=C(O)/C(=C\c1ccccc1OC(F)F)c1ccc(-c2ccccc2)cc1
    -2%, 2%, ·
- COc1ccc(CCN(C)C(=O)CNC(=O)Cc2cccc3ccccc23)cc1OC
    -8%, 8%, 6%
- COc1cc(OC)cc(C(=O)NC(C(=O)NNC(=O)c2ccc(C)cc2)C(C)C)c1 (stereo not given)
    ·, -20%, 0%[56.1 µM]
- OC(COCCOc1ccc(Br)cc1)CN1CCCCC1 (stereo not given)
    9%, 5%, 6%

Results follow in this order: N370S GC mod, FEN1 inhibitor, TDP1 block
- COc1cc(NC(=O)c2ccco2)c(OC)cc1NC(=O)CSc1ncc(-c2ccc(F)cc2)[nH]1
    -24%, -1%, -2%
- CCOc1cc(-c2ccc(OC(=O)c3ccc(OC)cc3)c(OC)c2)cc(=O)c2c(C)oc(C)c12
    ·, -18%, 5%
- CCNC(=S)Nc1ccc(OC(F)(F)F)cc1
    -9%, -20%, -9%
- CC1(C)CC(=O)C2=C(C1)C(c1cn(-c3ccccc3)nc1-c1ccccc1)C(C#N)=C(N)O2 (stereo not given)
    -1%, 5%, 8%
- CS(=O)(=O)N1CCN(c2ccc(NC(=O)c3cccnc3Cl)cc2)CC1
    10%, 8%, 7%
- COc1ccc(CNC(=O)CCSCc2cccc(Cl)c2)cc1
    -7%, -13%, 3%
- Cc1cc(C)nc(N(C#N)CN2C(=O)c3ccccc3S2(=O)=O)n1
    12%, -2%, -2%
- O=C(C1=NN[C@@H]2C(=O)N(c3cccc(F)c3)C(=O)[C@H]12)c1cnccn1
    7%, -2%, 3%
- COc1ccccc1/C=C(/C#N)C(=O)O
    -8%, -5%, 0%
